Assay outcomes deposited in PubChem BioAssay by The Scripps Research Institute Molecular Screening Center.
FBW7 act = FBW7 E3 ligase activators, primary screen, biochemical, AlphaScreen, human. AID 1259310, 2017. AlphaScreen FBW7–phospho-cyclin E peptide binding, activator screen. normalized activity (activation), % at 26.1 µM. hit rate 0.13% among 650,000; in the data active means normalized activity above about 1.9%;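 further: purified mutant Fbw7 with reduced substrate affinity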
TEAD-YAP block = TEAD-YAP interaction inhibition, primary screen, TEAD-YAP interaction inhibitor project, luminescence, HEK-TIYL cells | TEAD-Gal4/YAP UAS-luciferase luminescence | inhibition, % at 9.12 µM | hit rate 1.4% among 640,000 | AID 1259422, 2018; in the data active means inhibition above about 32%;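 further: 0% = median of test compound wells and 100% = reference inhibitor wells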
GPR151 ag = activators of human GPR151, primary screen, cell-based, PathHunter beta-arrestin, luminescence; PathHunter beta-arrestin GPR151 cells; activation, % at 11.2 µM; hit rate 1% among 650,000; AID 1508602, 2020; in the data active means activation above about 4.9%;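 further: 0% = median of compound wells and 100% = cells with positive control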
Target sequence (Q8TDV0 whole entry, looked up): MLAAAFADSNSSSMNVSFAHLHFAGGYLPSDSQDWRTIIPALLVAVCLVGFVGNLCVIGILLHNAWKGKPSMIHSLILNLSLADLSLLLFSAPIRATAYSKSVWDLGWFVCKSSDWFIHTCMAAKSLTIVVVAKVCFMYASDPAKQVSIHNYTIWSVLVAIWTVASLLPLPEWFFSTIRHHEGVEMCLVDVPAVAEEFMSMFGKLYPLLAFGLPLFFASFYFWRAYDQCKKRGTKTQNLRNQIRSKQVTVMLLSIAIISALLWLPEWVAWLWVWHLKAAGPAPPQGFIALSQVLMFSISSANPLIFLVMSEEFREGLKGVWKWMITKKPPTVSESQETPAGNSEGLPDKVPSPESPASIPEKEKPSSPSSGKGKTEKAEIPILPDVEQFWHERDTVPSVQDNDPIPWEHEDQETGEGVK
MITF primary = MITF inhibitors, primary screen, biochemical, AlphaScreen, human; Microphthalmia-associated transcription factor (Homo sapiens), O75030; AlphaScreen MITF homodimerization, bead proximity signal; inhibition, % at 2.6 µM; hit rate 0.91% among 650,000; AID 1259374, 2018; in the data active means inhibition above about 50%;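 further: 0% = vehicle wells with protein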
Target sequence (O75030 whole entry, looked up): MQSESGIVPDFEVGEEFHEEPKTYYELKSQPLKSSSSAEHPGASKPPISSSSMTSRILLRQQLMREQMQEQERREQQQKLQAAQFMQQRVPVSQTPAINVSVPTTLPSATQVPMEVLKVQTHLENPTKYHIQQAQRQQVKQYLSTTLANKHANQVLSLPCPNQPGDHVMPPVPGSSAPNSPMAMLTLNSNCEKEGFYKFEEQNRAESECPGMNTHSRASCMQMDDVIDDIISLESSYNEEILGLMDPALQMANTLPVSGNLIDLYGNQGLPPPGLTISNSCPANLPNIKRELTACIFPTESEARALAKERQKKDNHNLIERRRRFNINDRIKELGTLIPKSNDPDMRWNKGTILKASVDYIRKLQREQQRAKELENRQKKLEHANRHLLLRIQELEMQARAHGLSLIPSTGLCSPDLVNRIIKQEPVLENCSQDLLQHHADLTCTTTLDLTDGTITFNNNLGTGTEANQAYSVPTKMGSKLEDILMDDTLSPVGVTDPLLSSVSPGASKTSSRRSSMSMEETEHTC
Numbers without * were called inactive; . = not tested or not shown; & = joins results of further samples.

molecule | FBW7 act | TEAD-YAP block | GPR151 ag | MITF primary
COc1cc(Cl)cc(C2NC(=O)NC(C)=C2C(C)=O)c1OCc1ccccc1 (stereo not drawn) | -0.1 | 8 | -1.2 | 21
Cc1ccc(C(=O)NNC(=O)c2cccc(Br)c2)cc1 | -0.1 | -21 | -1.2 | -4
Cc1[nH]nc2c1C(c1ccc(Cl)cc1Cl)C(C#N)=C(N)O2 (stereo not drawn) | -0.1 | 10 | -0.4 | 11
O=C(CN1c2cccc3cccc(c23)S1(=O)=O)Nc1ccc(F)c(F)c1 | -0.2 | -8 | 0.1 | -5
COc1ccc(NC(=O)c2nc(S(C)(=O)=O)ncc2Cl)cc1Cl | -0.2 | -13 | 3.1 | 5
CCCN1C(=O)/C(=C/c2ccc3c(c2)OCO3)NC1=S | 0.2 | -13 | 0.5 | 11
CCSCCOC(=O)C1=C(C)NC2=C(C(=O)CC(c3cccs3)C2)C1c1cccc(Cl)c1 (stereo not drawn) | 0.1 | 3 | -0.1 | -6
CCCn1c(-c2ccc(OCC#N)c(OC)c2)nc2c1c(=O)[nH]c(=O)n2Cc1ccccc1 | -0.1 | -5 | 0.4 | -17
CCN(Cc1ccccc1)C(=O)Cn1nc(C)n2c(cc3occc32)c1=O | -0.1 | 0 | -0.5 | -14
CC(C)N(C(=O)Cn1nnc2ccccc21)C(C(=O)NCc1ccco1)c1ccc(F)cc1 (stereo not drawn) | 0.0 | 2 | 0.7 | 11
O=C(Nc1ccccc1I)c1cc2cc([N+](=O)[O-])ccc2oc1=O | 0.2 | -2 | 0.3 | 8
COc1ccc(NC(C)=S)cc1OC | 0.2 | -2 | -0.6 | 8
COCCn1cc(C(=O)NC2CCCCCC2)c2c3ccccc3n(C)c2c1=O | 0.0 | 10 | -0.6 | 7
O=C(CCS(=O)(=O)c1ccc2c(c1)SCC(=O)N2)NCc1ccccc1 | 0.1 | 3 | -1.3 | -5
COc1ccc(-c2nnc3s/c(=C\c4ccc(F)cc4)c(=O)n23)cc1OC | -0.1 | 3 | 1.4 | 18
Cc1ccc(-c2nc3ccccc3[nH]2)cc1NC(=O)c1cnccn1 | -0.2 | -27 | 0.9 | -7
CCOC(=O)c1c(C)oc2c1c(/C=N/N1CCN(C)CC1)c(O)c1ccccc12 | -0.1 | 5 | 4.4 | 1
O=C(Nc1cccc(C(F)(F)F)c1)c1cc2nc(-c3cccs3)cc(C(F)(F)F)n2n1 | 0.4 | 13 | -0.5 | 5
Cn1c(-c2nonc2NC(=O)c2cccs2)nc2ccccc21 | 0.1 | 5 | 0.7 | 2
CCc1nnc(NC(=O)Cc2ccc(Cl)c(Cl)c2)s1 | 0.1 | 6 | 3.7 | -3
Cc1cc(CNC(=O)c2cc3ccccc3oc2=O)nn1C | -0.1 | 4 | 1.7 | -4
Cc1ccc(Cn2nnc3c(=O)n(CC(=O)c4ccc(Cl)cc4)cnc32)cc1 | 0.0 | 3 | 0.3 | -22
O=C(O)CCCC(=O)N1CCC(c2nnc(-c3ccccc3)o2)CC1 | 0.0 | -13 | -0.7 | 1
O=C(CSc1ncn[nH]1)Nc1ccc(Cl)cc1 | 0.0 | 3 | -1.5 | 11
CCOC(=O)N/N=C(\C)c1ccc2cc(OC)ccc2c1 | 0.0 | -46 | -0.3 | -10
Cc1ccc(CN(CC(=O)NC(C)C)S(=O)(=O)c2ccccc2)cc1 | -0.2 | 6 | 1.0 | 5
COc1ccc(N2C(=O)CSC23C(=O)Nc2ccc(Br)cc23)cc1 (stereo not drawn) | 0.0 | 9 | -0.7 | 4
Cc1ccc(C(=O)O)cc1S(=O)(=O)N1CCN(C=O)CC1 | -0.1 | 5 | 0.7 | 14
CCCCN(C)C(=O)CCC1(Cc2ccc(F)cc2)CCC(=O)N1 (stereo not drawn) | 0.0 | -7 | -0.3 | 2
CCOc1cc(CN2CCN(C(=O)c3ccc(-c4ccccc4)cc3)CC2)ccc1OC | -0.1 | -7 | 0.0 | 40
COC(=O)c1ccc(NC(=O)CC2C(=O)N(c3cccc(C(F)(F)F)c3)C(=S)N2CCN2CCOCC2)cc1 (stereo not drawn) | -0.1 | 1 | -1.1 | -2
O=C(Nc1ccc(Cl)cc1)C1C2CC3OC(=O)C1C3C2 (stereo not drawn) | 0.0 | -3 | 1.0 | 3
COc1ccc2c(c1)-c1c(ssc1=Nc1cccc3ccccc13)C(C)(C)N2 | -0.2 | 9 | 0.1 | 14
COC(=O)C(CC(C)C)NC(=O)CCC(NC(=O)OCc1ccccc1)C(=O)OCc1ccccc1 (stereo not drawn) | 0.0 | 9 | 1.3 | 9
O=C(Cc1ccsc1)Nc1cnn(-c2cccc(C(=O)Nc3ccc(N4CCOCC4)cc3)c2)c1 | 0.1 | -46 | -1.2 | -15
COC(=O)C1=C(C)NC(=O)NC1c1ccccc1OCC(N)=O (stereo not drawn) | 0.1 | 4 | -0.6 | 8
C=CCN(CC=C)C(=O)/C=C/c1ccc(Br)cc1 | 0.1 | -31 | -1.2 | -28
O=C(CCCC1=NS(=O)(=O)c2ccccc2N1)NCc1ccccc1 | -0.1 | -8 | 0.0 | -3
Cc1ccc(OC(=O)Nc2ccccc2)cc1C | -0.1 | -56 | 1.0 | -3
c1ccc2c(c1)OC[C@H](c1nc3ccc(-c4ccncc4)cc3[nH]1)O2 | 0.0 | -31 | -0.3 | 17

Carrying on.
Below each compound: FBW7 act	TEAD-YAP block	GPR151 ag	MITF primary
> O=C1Nc2ccccc2/C1=C/c1ccccc1F
 : 0.0	-8	1.0	20
> COc1ccc(S(=O)(=O)Nc2cccc(-c3nc4cccnc4s3)c2)cc1C
 : 0.5	-6	-0.3	1
> O=C(Nc1ccc(Cl)c(-c2nc3ccccc3o2)c1)c1ccc(I)o1
 : 0.1	11	1.8	-13
> CCCCCC1CCC(C(=O)Oc2ccc(OCC)cc2)CC1 (stereo not drawn)
 : 0.1	2	0.7	1
> COC(=O)CN(c1cccc(C(F)(F)F)c1)S(C)(=O)=O
 : -0.1	1	-0.3	12
> CCOC(=O)N1CCN(C(=O)C2CCN(CC3CC=CCC3)CC2)CC1 (stereo not drawn)
 : 0.0	-3	-1.5	46
> O=C(NCCN=C1NS(=O)(=O)c2ccccc21)c1cccc(Br)c1
 : -0.2	-9	-0.2	3
> COc1cc(C2C(C#N)=C(N)Oc3n[nH]c(C(C)(C)C)c32)ccc1OC(=O)N1CCOCC1 (stereo not drawn)
 : -0.1	5	-0.8	7
> Cc1ccc(NC(=S)NC(=O)CC(C)C)cc1
 : 0.0	-53	-0.5	1
> COc1cccc(CN2C(=O)CCC2(C)C(=O)NC2CCC(C)CC2)c1 (stereo not drawn)
 : 0.1	-11	-0.2	15
> Cc1cc(C(=O)Nc2ccc(F)c(F)c2)no1
 : 0.0	-40	-1.3	-8
> CC(=O)Nc1sc2c(c1C(=O)OC(C)C)CCCC2
 : 0.0	3	-0.4	13
> Cc1cc(C(=O)NCc2ccco2)ccc1[N+](=O)[O-]
 : 0.2	6	0.9	29
> Cc1nn(C)cc1S(=O)(=O)N1CCN(C(c2ccccc2)c2ccccc2)CC1
 : 0.1	-5	0.4	13
> Cc1ccc2nc(N(CC3CCCO3)C(=O)C3CC3)sc2c1 (stereo not drawn)
 : 0.2	-17	0.5	-5
> C=C(C)n1c(=O)n(Cc2ccc(C)cc2)c2ccccc21
 : 0.2	5	0.3	15
> O=C(Nc1cccc(O)c1)c1c(O)c2c([nH]c1=O)CCCC2
 : -0.1	56*	1.0	2
> CCSc1nnc2c(n1)OC(c1cc(OC)c(O)c(OC)c1)Nc1ccccc1-2 (stereo not drawn)
 : -0.2	-10	0.6	1
> COc1ccc(NC(=O)NCCCN2CCN(c3ccccc3)CC2)cc1
 : -0.1	12	-0.6	9
> COc1ccc(C2CC(=O)C3=C(C2)NC(C)=C(C(=O)OCC(C)C)C3c2cc(OC)ccc2OC)cc1 (stereo not drawn)
 : -0.1	8	-1.9	1
> CN1CCC(NCc2ccccc2F)CC1
 : 0.1	3	1.0	2
> CCOC(=O)c1sc(NC(=O)c2ccc(Br)o2)nc1C
 : 0.2	-23	0.7	6
> O=C1CC(N2CCC(O)CC2)C(=O)N1c1ccc(F)cc1 (stereo not drawn)
 : -0.1	7	0.9	-5
> CCOc1cc(/C=C2/C(=N)N3C(c4ccccc4)=CSC3=NC2=O)ccc1OCCOc1cccc(C)c1
 : 0.1	14	0.1	16
> O=C(COC(=O)C1CCN(C(=O)c2ccc(Br)o2)CC1)c1ccc(Br)cc1
 : 0.7	-5	-1.6	12
> COC(CNC(=O)c1cnn2c(C)c(Cc3cccc(Cl)c3)c(C)nc12)OC
 : -0.3	-2	1.5	0
> Cc1cc(C)cc(N(CCC#N)C(=O)CSc2nnc3nc(C)cc(C)n23)c1
 : -0.2	-8	0.3	-9
> Cc1ccc(CN[C@H]2C[C@H]3C(=O)N[C@@H](COCc4ccccc4)C(=O)N3C2)c(C)c1
 : 0.0	9	-0.2	15
> CCOC(=O)/C(C(=O)Nc1ccc(Cl)cc1Cl)=C1/NC(C)(C)Cc2ccccc21
 : 0.0	5	0.0	2
> Cc1ccccc1CC1(CO)CCCN(Cc2ccccn2)C1 (stereo not drawn)
 : -0.2	-8	0.3	-1

5 compounds picked at random from the list so far:
Below each compound: FBW7 act	TEAD-YAP block	GPR151 ag	MITF primary
> CCCn1c(-c2ccc(OCC#N)c(OC)c2)nc2c1c(=O)[nH]c(=O)n2Cc1ccccc1
 : -0.1	-5	0.4	-17
> O=C(COC(=O)C1CCN(C(=O)c2ccc(Br)o2)CC1)c1ccc(Br)cc1
 : 0.7	-5	-1.6	12
> COC(=O)C1=C(C)NC(=O)NC1c1ccccc1OCC(N)=O (stereo not drawn)
 : 0.1	4	-0.6	8
> Cc1ccccc1CC1(CO)CCCN(Cc2ccccn2)C1 (stereo not drawn)
 : -0.2	-8	0.3	-1
> CCOc1cc(CN2CCN(C(=O)c3ccc(-c4ccccc4)cc3)CC2)ccc1OC
 : -0.1	-7	0.0	40

Some values from the results shown.
Entry of CCOC(=O)c1sc(NC(=O)c2ccc(Br)o2)nc1C in GPR151 ag: 0.7
Entry of Cc1cc(C(=O)NCc2ccco2)ccc1[N+](=O)[O-] in FBW7 act: 0.2

The results go on:
Below each compound: FBW7 act	TEAD-YAP block	GPR151 ag	MITF primary
> O=c1nc(SCc2ccc(Cl)cc2)c2c(n1CCO)CCC2
 : -0.1	11	-2.5	-8
> Cc1cnc(C)c(-c2cc(F)cc3c2OC(CNC(=O)C2=CCCCC2)C3)n1 (stereo not drawn)
 : 0.1	4	-1.3	2
> CCOC(=O)CN1C(=O)N[C@@H](CCc2ccccc2)C(C(=O)OC)=C1C
 : -0.1	.	-0.3	-14
> CCN(CC)C(=O)Cn1cnc2sc(C(=O)Nc3ccc(Oc4ccccc4)cc3)c(C)c2c1=O
 : -0.1	-3	-1.4	-6
> CCOc1cc(C2CC(=O)NC3=C2C(=O)CC(C)(C)C3)ccc1OC(C)C (stereo not drawn)
 : 0.2	-2	0.0	5
> COc1ccc(CNCCC2(O)CC(C)N(C)CC2C)cc1OC (stereo not drawn)
 : 0.1	-2	-0.7	11
> N#Cc1cc2c(=O)n3ccccc3nc2n(CC2CCCO2)c1=NC(=O)c1ccc(F)cc1 (stereo not drawn)
 : -0.2	3	-1.2	-2
> N#Cc1ccc(Cn2c3ccccc3c3nc4ccccc4nc32)cc1
 : 0.0	-7	0.4	12
> Cc1cc(=O)oc2cc(Oc3nnc(-c4ccc(F)cc4)c4ccccc34)ccc12
 : 0.1	-9	-0.5	-3
> CC(O)c1cccc(NC(=O)Nc2cccc(NC(=O)Nc3cccc(C(C)O)c3)c2)c1 (stereo not drawn)
 : 0.0	-4	0.0	0
> CCn1cc(C(=O)N2CCCC2c2nc3ccccc3[nH]2)cn1 (stereo not drawn)
 : 0.0	14	-1.4	20
> O=C1N[C@@H](CC2CCCCC2)C(=O)N2CCN(C(=O)Nc3ccccc3)C[C@H]12
 : -0.2	7	-1.3	77*
> CC(C)n1c(CN2CCc3c(nc(N4CCOCC4)[nH]c3=O)C2)nc2ccccc21
 : -0.1	1	-0.1	-2
> CCCN(CCC)C(=O)C1CCCN1S(=O)(=O)c1cccc2nsnc12 (stereo not drawn)
 : 0.5	-1	-0.4	6
> CCOc1ccc(NS(=O)(=O)c2ccc(NC(=O)c3cccs3)cc2)cc1
 : 0.1	5	-0.3	4
> CCCn1nnnc1SCC(=O)c1cc(C)ccc1C
 : 0.0	-15	0.3	-5
> COc1ccc(NC(=S)Nc2ccc(F)cc2)cc1
 : -0.1&0.1&0.2	-9&6&-3	-0.4&0.3&2.7	-1&10&-3
> FC(F)(F)Oc1ccc(Nc2nccc(NCCCN3CCOCC3)n2)cc1
 : 0.0	6	0.0	12
> CCOc1ccc(/C(O)=C2/C(=O)C(=O)N(Cc3cccnc3)C2c2ccccc2F)cc1 (stereo not drawn)
 : 0.0	-2	0.1	0
> COc1cccc(C(=O)NNC(=O)COc2ccc(Br)cc2C)c1
 : 0.2	4	-0.6	8
> Cc1cc(C)n(C(=O)c2ccc(C)c(S(=O)(=O)N3CCCC3)c2)n1
 : 0.1	2	-2.5	7
> Cc1ccc(S(=O)(=O)N2CCN(C(=O)CN3CCCCC3)C2C(C)C)cc1 (stereo not drawn)
 : -0.2	-9	2.0	-1
> CC(=O)NC(=S)NNC(=O)c1ccc(C)c(Br)c1
 : 0.0	4	-1.9	12
> Cn1c(CO)nc2cc(N=Cc3cc(Cl)ccc3O)ccc21
 : 0.7	-8	-0.8	8
